Screens as filed in PubChem BioAssay.
PrPC surface inh: cell surface PrPC inhibition, primary TR-FRET screen; P04156; 0.43% of 370,000 active; inhibition, % at 13.8 µM; TR-FRET read-out; AID 720596; in the data active = inhibition above about 24%; also: 0% = median of the test wells and 100% = reference compound wells
Anthrax LF prot: anthrax lethal factor protease inhibition | multiplex microsphere protease cleavage assay, LF | inhibition, % at 10 µM | 0.12% of 360,000 active | AID 588501; also: plate controls were buffer without enzyme for full effect and enzyme alone for no effect
Target sequence (P15917 whole entry, looked up): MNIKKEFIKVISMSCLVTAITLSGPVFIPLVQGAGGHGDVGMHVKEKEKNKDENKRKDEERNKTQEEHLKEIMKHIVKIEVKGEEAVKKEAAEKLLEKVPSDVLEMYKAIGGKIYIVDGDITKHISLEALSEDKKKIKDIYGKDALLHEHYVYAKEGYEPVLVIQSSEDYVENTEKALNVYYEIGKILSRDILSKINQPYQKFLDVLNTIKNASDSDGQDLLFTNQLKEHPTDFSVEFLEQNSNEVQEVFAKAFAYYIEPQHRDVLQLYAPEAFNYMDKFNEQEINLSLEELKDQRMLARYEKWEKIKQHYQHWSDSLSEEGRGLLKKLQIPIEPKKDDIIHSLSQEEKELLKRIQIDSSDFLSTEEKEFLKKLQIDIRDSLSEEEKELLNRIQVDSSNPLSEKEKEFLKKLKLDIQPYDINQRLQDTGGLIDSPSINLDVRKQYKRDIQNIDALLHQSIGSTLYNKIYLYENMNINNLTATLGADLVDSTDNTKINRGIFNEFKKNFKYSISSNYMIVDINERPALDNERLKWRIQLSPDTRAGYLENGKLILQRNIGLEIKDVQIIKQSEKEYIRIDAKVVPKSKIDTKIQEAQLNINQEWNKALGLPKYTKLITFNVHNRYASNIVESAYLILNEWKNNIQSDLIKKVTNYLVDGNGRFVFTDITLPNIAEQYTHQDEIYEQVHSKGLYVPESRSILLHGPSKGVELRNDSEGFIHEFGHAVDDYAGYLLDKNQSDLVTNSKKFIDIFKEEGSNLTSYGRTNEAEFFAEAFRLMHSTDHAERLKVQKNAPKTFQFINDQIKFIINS
BoNT-A LC inh2: blocks Botulinum neurotoxin A light chain protease; inhibition, % at 10 µM; multiplex microsphere protease substrate cleavage, flow cytometry; 0.17% of 360,000 active; also: plate controls were buffer without enzyme for full effect and enzyme alone for no effect
Yp Topo-I inh: inhibitors of Yersinia pestis topoisomerase I; Y. pestis Topo-I cleavage product accumulation, plate reader; activity, % at 10 µM; 0.064% of 360,000 active; AID 504884; in the data active = activity above about 50%, passing the limit was not always enough; inconclusive = no clear call, values can overlap the other calls; also: inactives centre near 2
PriA SSB inh: inhibitors of Klebsiella pneumoniae PriA binding to SSB C-terminal tail; AlphaScreen SSBct-PriA binding, biotinylated peptide; inhibition, % at 33 µM; 0.6% of 430,000 active; in the data active = inhibition mostly above about 37%, no sharp cut-off; inactive = mostly below about 20%;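 also: plate controls were negative control peptide for no effect and reference peptide for full effect; strong numbers were not always called active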
TcdB inh: inhibitors of Clostridioides difficile toxin B glycohydrolase. P18177. TcdB glycohydrolase enzymatic assay, plate reader. inhibition, % at 9.99 µM. 0.24% of 350,000 active. AID 652162; in the data active = inhibition above about 10%
Vc quorum ag: induces V. cholerae light production without autoinducers | V. cholerae BH1578 lux reporter, luminescence, 6 h | 0.16% of 350,000 active | AID 588436 | activation, % at 18.7 µM; in the data active = activation mostly above about 9.7%, no sharp cut-off; inconclusive = no clear call, values can overlap the other calls; inactive = mostly below about 3.7%; also: not every result past the cut was called active; inactives centre near 0; reference of the scale not given here
SARS 3CLpro inh: SARS-CoV 3CLpro protease inhibition; inhibition, % at 6 µM; recombinant SARS-CoV 3CLpro, quenched FRET peptide cleavage; 0.14% of 290,000 active; P0C6X7; AID 1706; in the data active = inhibition above about 12%
PfHsp40 yeast: restores yeast growth despite PfHsp40 toxicity; S. cerevisiae expressing PfHsp40, growth rescue, ATP luminescence; growth rescue, % at 12.5 µM; 0.68% of 340,000 active; AID 504582; in the data active = growth rescue above about 28%, passing the limit was not always enough; inconclusive = no clear call, values can overlap the other calls;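 also: yeast W303a lacking pdr1 and pdr3 grown in galactose medium; growth measured after three days at 30 °C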
Active calls of the source: *; i = inactive; ? = inconclusive; . = not tested or not shown. Rule as the data show it, unless noted: active = inhibition above about 30%; inconclusive = no clear call, values can overlap the other calls; inactive = below that. This is a subset; rates above refer to the full screens.

SMILES	PrPC surface inh	Anthrax LF prot	BoNT-A LC inh2	Yp Topo-I inh	PriA SSB inh	TcdB inh	Vc quorum ag	SARS 3CLpro inh	PfHsp40 yeast
O=C(O)CSc1c2c(nc3cc(C(=O)Nc4cccc(C(F)(F)F)c4)ccc13)CCCC2	5	-2	0.0	6	0	-0.8	i	4	-0.6
CCOC(=O)C1=C(C)SC2=NS(=O)(=O)CCN21	-7	-2	0.7	-5	-9	.	i	3	-0.9
CCN(CC)C(=O)c1cc2sc3ccccc3c2s1	4	-1	-0.4	37	-11	.	i	2	1.9
O=C(/C=C/c1ccccc1[N+](=O)[O-])N1CCN(c2ccc(F)cc2)CC1	-16	-2	0.7	3	17	0.7	i	-4	0.4
COc1cc2c(cc1OC)C(c1ccccc1)N(C(=O)CCl)CC2 (stereo not given)	2	1	-1.4	-1	6	.	.	5	-0.2
O=C(CSc1nncs1)NC(=O)NCc1ccccc1	15	0	-0.6	0	-5	5.8	i	-6	-0.2
CCOc1ccc(NS(=O)(=O)c2cc3c(cc2C)N(C)CCO3)cc1	9	-3	-0.7	-6	31	0.2	i	-1	1.6
CC(=O)Oc1ccccc1C(=O)NC(C)CCc1ccccc1 (stereo not given)	5	.	.	3	-12	0.3	-0.3	2	-0.5
CC(CC(=O)NC1CCCCC1)S(=O)(=O)c1ccc2c(c1)NC(=O)CO2 (stereo not given)	4	1	0.2	-6	-11	0.4	-0.4	-2	1.4
CCOC(=O)Cn1c(=N)n(Cc2ccccc2)c2ccccc21	1	4	0.4	-5	-13	.	i	-4	0.8
Cc1cccc(N=C2NN=C(c3c(C)[nH]c4ccccc34)CS2)c1	2	-2	0.6	-13	33	0.6	-0.2	-1	0.6
CCOC(=O)c1ccc(S(=O)(=O)N2CCN(C3CCCC3)CC2)cc1	-1	-8	0.2	?	5	-0.1	-0.4	2	0.4
CC(C)(C)NCc1cc(Cl)ccc1OCc1ccccc1F	-10	-2	-0.4	-1	-5	0.8	-0.2	-2	-0.6
Cc1ccc2nc(SCC(=O)Nc3cccc(S(N)(=O)=O)c3)[nH]c2c1	-1	0	-0.8	-6	-3	-0.8	i	4	1.6
O=C(NCc1cccs1)C1CCC(CNS(=O)(=O)c2ccc(Br)s2)CC1 (stereo not given)	-15	0	0.3	24	-7	.	-0.4	1	0.3
COc1ccc(N=Cc2cc(Cl)ccc2O)cc1Cl	12	-10	0.0	-1	10	0.9	i	-1	-1.1
CC1(C(=O)NCC2CC2)C=CC2(CCCCC2)N1C(=O)c1ccccc1 (stereo not given)	.	1	0.3	-2	2	1.1	-0.4	-7	-0.8
CCCN(CC1CC1)C(=O)COC(=O)c1[nH]c(C)c(C(=O)OCC)c1C	9	-4	-0.2	17	2	1.1	-3.8	-2	3.6
COc1ccc(NC2SC(=O)N(C)C2=O)cc1 (stereo not given)	17	3	-0.1	-4	-5	-5.5	i	-4	-0.7
COc1ccc(/C=N/OCC(=O)NCC(C)C)c(OC)c1	-5	-7	0.5	4	.	0.2	-0.3	-5	-1.6
N#Cc1c(N2CCN(c3ccc([N+](=O)[O-])cc3)CC2)[n+](=O)c2ccc(Cl)cc2n1[O-]	-18	7	5.8	-16	-9	0.1	-0.8	.	-1.6
CN(/N=C/c1ccncc1)C1=NS(=O)(=O)c2ccccc21	-12	0	0.5	-1	.	.	i	-5	-0.1
COc1ccc(NC(=O)[C@@H]2CCCN2C(=O)c2cccs2)cc1S(=O)(=O)N1CCCCC1	-7	2	0.0	8	1	-0.7	0.4	.	0.8
CC1CCN(C(=O)CCCC(=O)N2CCC(C)CC2)CC1	-6	-2	2.0	2	-20	-1.3	-0.1	0	-1.5
N#Cc1ccc(OCC(O)CS(=O)(=O)c2ccc(F)cc2)cc1 (stereo not given)	5	-5	-0.1	-12	12	-0.8	-0.3	-1	-0.1
Cc1occc1C(=O)NNC(=O)Cc1ccccc1	7	0	-0.1	-2	-22	.	-0.8	4	-1.2
COc1cccc(C2C(C(=O)c3cccs3)=C(O)C(=O)N2CCN2CCOCC2)c1 (stereo not given)	-7	1	2.9	0	6	2.2	1.4	-3	-0.2
COc1ccc(S(=O)(=O)NCC2CCCN(C(=O)CCC(F)(F)F)C2)cc1 (stereo not given)	5	-5	0.4	9	-20	-0.1	i	-1	1.8
CCOC(=O)CC(=O)CSc1nc2c(sc(=S)n2-c2ccc(OCC)cc2)c(=O)[nH]1	-3	-6	-3.9	6	6	-0.7	0.1	9	0.7
COC(=O)C1=C(C(=O)OC)[C@@H]2Nc3ccccc3[C@@]23C[C@@H](C(=O)OC)N(C(=O)COCc2ccccc2)C3=N1	3	0	0.3	21	-20	-1.4	-11	.	-0.9
O=C(CSc1ccc(-c2nc3ccccc3[nH]2)cn1)Nc1ccc(S(=O)(=O)N2CCCC2)cc1	-5	1	0.9	1	4	.	i	3	3.7
COc1ccc(C)c(S(=O)(=O)Nc2ccc(OCC(=O)O)cc2)c1	-1	-2	0.0	6	2	1.9	-0.4	0	0.1
CCCC12C(=O)C(C)(C(c3ccccc3)=C1c1ccccc1)C1C(=O)N(c3ccc(C)cc3)C(=O)C12 (stereo not given)	5	0	-0.1	-2	-14	0.4	-0.2	-3	-0.7
Cc1c(N=C2SC(CC(=O)Nc3ccccc3)C(=O)N2CCN2CCOCC2)c(=O)n(-c2ccccc2)n1C (stereo not given)	-5	0	-0.6	7	-18	1.6	-0.5	-2	-0.7
CCCCn1nnnc1SCC(=O)N1CCOCC1	2	-3	0.1	-1	-14	.	-2.9	-3	3.4
COCc1nnc(NC(=O)c2ccc(OC)cc2OC)s1	1	-2	-1.8	-1	-7	0.7	-0.3	-7	0.6
CCC(=O)N1CCc2cc(-c3csc(NC(=O)c4ccco4)n3)ccc21	-10	-10	-1.8	31	7	-1.1	i	-8	0.3
CC(=O)Nc1ccc(NC(=O)CN(c2cccc([N+](=O)[O-])c2)S(C)(=O)=O)cc1	-11	-3	-0.3	5	-7	0.9	-0.3	-2	-0.5
CC1CCCC(NC(=O)COC(=O)c2cc(S(=O)(=O)N3CCCCC3)ccc2N2CCOCC2)C1C (stereo not given)	9	0	-0.1	-9	-3	.	-0.7	3	-0.2
O=C([C@H]1O[C@@H](n2ccc(=O)[nH]c2=O)[C@H](O)[C@@H]1O)N1CCC(F)(F)CC1	-4	-4	-3.5	.	.	0.5	.	.	.

Compounds shown so far containing a thiophene ring, fused or not, in the order listed:
SMILES	PrPC surface inh	Anthrax LF prot	BoNT-A LC inh2	Yp Topo-I inh	PriA SSB inh	TcdB inh	Vc quorum ag	SARS 3CLpro inh	PfHsp40 yeast
CCN(CC)C(=O)c1cc2sc3ccccc3c2s1	4	-1	-0.4	37	-11	.	i	2	1.9
O=C(NCc1cccs1)C1CCC(CNS(=O)(=O)c2ccc(Br)s2)CC1 (stereo not given)	-15	0	0.3	24	-7	.	-0.4	1	0.3
COc1ccc(NC(=O)[C@@H]2CCCN2C(=O)c2cccs2)cc1S(=O)(=O)N1CCCCC1	-7	2	0.0	8	1	-0.7	0.4	.	0.8
COc1cccc(C2C(C(=O)c3cccs3)=C(O)C(=O)N2CCN2CCOCC2)c1 (stereo not given)	-7	1	2.9	0	6	2.2	1.4	-3	-0.2

(more compounds)
SMILES	PrPC surface inh	Anthrax LF prot	BoNT-A LC inh2	Yp Topo-I inh	PriA SSB inh	TcdB inh	Vc quorum ag	SARS 3CLpro inh	PfHsp40 yeast
O=C(Nc1ccccc1-c1ccccc1)c1ccc(NC(=O)c2ccco2)cc1	3	-7	-0.6	7	-11	.	-0.7	7	5.6
Cc1nc2c(C(=O)O)cnn2c(C)c1Cc1ccccc1F	11	-13	?	2	-3	-1.3	-0.7	.	0.5
CN1CCC(N(C)C(=S)Nc2ccc(F)cc2)CC1	2	0	0.1	0	-13	1.0	-0.4	3	-1.5
Nc1c(Cl)ncnc1NCc1cccnc1	-5	-12	-0.3	-2	-11	1.5	-0.5	-5	.
Cc1nc(Sc2nnnn2-c2ccccc2)c(C#N)c(C)c1C	-3	-1	0.4	4	-8	2.5	.	-1	-0.1
COc1ccc(NC(=O)C2CCN(S(=O)(=O)c3cccc4nonc34)CC2)cc1OC	-25	-1	-1.4	1	-6	0.3	-0.3	-3	0.5
O=S(=O)(NCCCc1ccccc1)c1ccc(F)c(F)c1	-1	-2	-1.5	13	-8	2.9	-0.2	2	-0.4
COc1ccc(-c2oc3c(OC)c(OC)c(OC)c(O)c3c(=O)c2OC)cc1OC	-3	34*	39*	10	-8	7.2	-0.4	2	71*
CCN(C(=O)c1cnc(OC)cc1C(F)(F)F)c1ccc(Cl)cc1	8	-6	0.1	-2	-4	0.9	i	1	-0.6
CCOc1ccc(NC(c2ccccn2)c2oc(CO)cc(=O)c2O)cc1 (stereo not given)	-1	-25	0.7	-2	1	0.7	-0.3	4	-1.9
CCN(CC)S(=O)(=O)c1cccc(NC(=O)CNc2cccc(S(=O)(=O)N3CCOCC3)c2)c1	.	-4	3.5	13	3	1.8	i	.	1.9
CCOc1cc2[nH]c(=S)n(Cc3ccc(C(=O)NCCOC)cc3)c(=O)c2cc1OCC	5	-4	0.2	1	-20	.	i	2	-1.6
C#CCOCCOCCOCCNc1nc(N2CCOCC2)nc(N2CCN(C(=O)[C@H](CCC(=O)O)n3cc([C@@H](N)CCCCN)nn3)CC2)n1	0	-8	-0.5	10	-10	1.4	-0.7	.	-1.2
CC[C@H](C)[C@@H]1NC(=O)c2cc([N+](=O)[O-])cc(F)c2NCCCC[C@@H](C(N)=O)NC(=O)[C@H](CC(N)=O)NC1=O	3	15	-0.1	1	-7	1.1	0.3	7	-0.7
O=C(NC1CCCC1)C(c1cccs1)N(C(=O)c1csnn1)c1ccccc1F (stereo not given)	8	12	-0.9	5	-7	-1.6	-0.2	2	0.6
COc1ccc(N2CC(C(=O)Nc3ccc(N4CCOCC4)cc3)CC2=O)cc1 (stereo not given)	5	2	-1.2	4	2	.	i	2	-0.8
O=S(=O)(c1cc(Cl)ccc1Cl)N1CCN(Cc2ccco2)CC1	-3	-3	2.2	12	1	0.1	-1.7	0	-0.3
Cc1ccc2nc(-c3ccccc3)c(NC(=O)c3ccco3)n2c1	-5	-2	0.7	3	7	.	-0.6	0	-1.0
CCN1C(=O)[C@H]2[C@@H](c3ccc(C)cc3)N3C(=O)N(c4cccc(Cl)c4)C(=O)[C@@]3(CC(C)C)[C@H]2C1=O	1	-3	0.2	-1	-13	1.5	i	.	-0.6
CC1(C)Cc2c(sc3c2C(=O)N(c2ccccc2)C2=NCCCN23)CO1	-8	3	2.4	-2	-3	.	-0.4	-4	-1.1
COc1ccc(NS(=O)(=O)c2cc(NC(=O)c3cccs3)ccc2N2CCOCC2)cc1	13	-7	-1.1	-3	5	0.7	4.8	0	-0.1
COCCN1C=C2C(=O)C(C)(OC(=O)C3CCCC3)C(=O)C=C2C=C1c1ccsc1 (stereo not given)	-21	-6	1.0	-1	0	-1.1	-1.7	.	0.9
CC(=O)Nc1cccc(OCc2ccc(S(=O)(=O)Cc3ccccc3)cc2)c1	11	-6	-2.5	-8	-12	.	i	-2	-0.9
COc1cc(OC)c2c(-c3ccccc3)cc(=O)oc2c1C(CCN1CCCC(C)C1)c1ccc2c(c1)OCO2 (stereo not given)	-14	5	-0.5	13	17	0.5	-0.3	.	1.7
C=CCn1c(=S)[nH]c2sc3c(c2c1=O)CCCC3	2	-4	-2.6	7	2	-1.7	1.9	0	1.2
CCN(CC)S(=O)(=O)c1cc(NS(=O)(=O)c2cccc(Cl)c2)ccc1C	6	4	0.2	16	-8	1.7	-0.3	-2	-2.0
Cn1c(=O)[nH]c(=O)c2c1nc(CN1CCN(c3ccccc3F)CC1)n2CCc1ccccc1	-2	-5	-0.3	15	-4	-0.2	-0.6	.	-0.3
COc1ccc(NC(=O)c2cccc(NC3=NC4CS(=O)(=O)CC4S3)c2)cc1Cl (stereo not given)	-4	-8	-0.4	0	-1	-0.3	0.3	-6	0.9
CSCC[C@H](NC(=O)[C@H](Cc1ccccc1)n1c(=O)[nH]c2ccccc2c1=O)C(=O)N1CCC[C@@H]1C(=O)O	-5	8	-0.3	0	-6	1.0	-0.4	2	0.0
